Rpn11 block: Rpn11 (human) deubiquitinase inhibition | human 26S proteasome, Ub4-pepOG fluorescence polarization; 20S core pre-blocked with epoxomicin | calls only at 20 µM | 360,000 tested, 0.59% active | AID 588493;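 active = inhibition at 20 µM, scaled to each plate's controls, above about 33%, limit read from the data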
Target sequence (O00487 whole entry, looked up): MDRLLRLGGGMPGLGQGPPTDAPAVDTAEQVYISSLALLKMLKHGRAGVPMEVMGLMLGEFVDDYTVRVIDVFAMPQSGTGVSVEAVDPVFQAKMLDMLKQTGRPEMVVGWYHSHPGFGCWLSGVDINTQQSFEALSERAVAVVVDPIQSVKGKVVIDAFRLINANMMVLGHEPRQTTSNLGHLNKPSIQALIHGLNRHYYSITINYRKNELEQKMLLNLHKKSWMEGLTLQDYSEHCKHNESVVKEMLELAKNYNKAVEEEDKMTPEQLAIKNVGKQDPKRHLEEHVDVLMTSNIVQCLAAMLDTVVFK
E coli Lon inh: inhibitors of E. coli Lon protease | 360,000 tested, 0.42% active | purified E. coli Lon protease, fluorescence polarization | P0A9M0 | inhibition, % at 7.94 µM | AID 602123; in the data active = inhibition above about 13%, passing the limit was not always enough;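 also: 0% = enzyme with probe and DMSO and 100% = no enzyme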
Target sequence (P0A9M0 whole entry, looked up): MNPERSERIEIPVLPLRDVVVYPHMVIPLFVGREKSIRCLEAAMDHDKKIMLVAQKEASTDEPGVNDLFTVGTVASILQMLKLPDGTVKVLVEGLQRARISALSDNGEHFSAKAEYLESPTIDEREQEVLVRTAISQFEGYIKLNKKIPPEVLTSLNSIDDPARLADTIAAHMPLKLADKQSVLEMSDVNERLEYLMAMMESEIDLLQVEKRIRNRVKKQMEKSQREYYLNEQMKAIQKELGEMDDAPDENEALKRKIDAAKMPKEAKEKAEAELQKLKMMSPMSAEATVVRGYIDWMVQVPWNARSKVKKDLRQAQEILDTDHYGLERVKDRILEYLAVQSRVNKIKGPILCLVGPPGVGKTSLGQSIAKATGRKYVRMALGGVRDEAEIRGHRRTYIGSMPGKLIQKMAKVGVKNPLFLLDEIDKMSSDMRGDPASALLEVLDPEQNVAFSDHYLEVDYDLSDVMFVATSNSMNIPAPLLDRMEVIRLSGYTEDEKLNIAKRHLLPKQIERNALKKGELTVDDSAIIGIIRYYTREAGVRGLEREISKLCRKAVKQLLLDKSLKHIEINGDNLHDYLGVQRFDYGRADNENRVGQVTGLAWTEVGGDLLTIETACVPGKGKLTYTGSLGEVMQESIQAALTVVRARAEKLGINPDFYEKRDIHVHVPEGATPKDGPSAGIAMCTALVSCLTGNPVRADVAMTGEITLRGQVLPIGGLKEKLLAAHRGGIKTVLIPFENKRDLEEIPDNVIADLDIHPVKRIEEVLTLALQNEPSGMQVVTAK
FAS TE block: FAS thioesterase (human) inhibition | P49327 | recombinant FAS-TE, OMFH fluorogenic substrate, fluorescence endpoint | inhibition, % at 15 µM | 360,000 tested, 0.67% active | AID 602261;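 active = compounds whose normalised, plate-corrected inhibition of enzyme fluorescence in the single-dose primary screen is 50% or more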;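 also: 0% = DMSO with enzyme and 100% = substrate without enzyme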
bovine MsrA act: activators of bovine methionine sulfoxide reductase A; purified bovine MsrA, absorbance read-out; 360,000 tested, 0.3% active; activation, % at 10.6 µM; AID 602163; in the data active = activation above about 7.5%;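 also: 0% = vehicle and 100% = reference activator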
MT1-MMP act inh: MT1-MMP (human) activation inhibition; P50281; HT1080 RFP-PRO-GFP cells, GFP/RFP ratio fluorescence, overnight; percent of plate control window, DMSO zero; GFP/RFP ratio change, % at 20 µM; 360,000 tested, 0.061% active;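 active = GFP/RFP ratio change of at least 30% with cell ATP level not reduced by more than half and red fluorescence within 50% of control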; also: strong numbers were not always called active
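Assay system: HT1080 RFP-PRO-GFP cells. Benchmarks: DMSO vehicle wells and RFP-L50D-GFP reporter cell wells. Times: overnight cell settling, then overnight compound exposure, 37 °C, 5% CO2. Compound: 20 µM single dose, 1% DMSO. Read-out basis: GFP/RFP fluorescence ratio.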
MLLE-PAM2 inh: blocks PAM2 peptide binding to the PABP1 MLLE domain. P11940. GST-MLLE / FITC-PAM2 fluorescence polarization. inhibition, % at 20 µM. 360,000 tested, 0.36% active. AID 588489; in the data active = inhibition above about 35%, passing the limit was not always enough;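 also: plate controls were DMSO wells with GST-MLLE for no effect and wells lacking GST-MLLE protein for full effect; some results filed as inactive read as strong as hits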
CSN deneddyl inh: CSN deneddylation inhibition | 360,000 tested, 0.38% active | Purified CSN, SCF-Nedd8-OG deneddylation, fluorescence polarization | inhibition, % at 12.5 µM;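 active = pattern-corrected inhibition above about 35%, with an unprinted fluorescence ratio check between 0.5 and 1.5, limit read from the data, passing the limit was not always enough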;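 also: 0% = enzyme with substrate and 100% = substrate without enzyme; some results filed as inactive read as strong as hits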
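Test system: Human Csn5 produced in HEK293T cells | Compound: 12.5 µM single point | Times: 90 min, room temperature | Signal: Fluorescence polarization readout | Read-out basis: % inhibition of substrate cleavage by Csn5 | Controls: no-enzyme wells high, enzyme-with-substrate wells low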
Rin1 Abl inh: blocks binding of human Rin1 to Abl; P00519+Q13671; TR-FRET Rin1/Abl binding, biochemical; inhibition, % at 7.35 µM; AID 588664; 360,000 tested, 0.4% active; in the data active = inhibition above about 5%, passing the limit was not always enough
MsrA inh: inhibits bovine methionine sulfoxide reductase A | purified bovine MsrA, absorbance read-out | inhibition, % at 15.5 µM | 360,000 tested, 0.75% active; in the data active = inhibition above about 4.5%;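 also: 0% = vehicle wells with enzyme and 100% = reference inhibitor wells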
An asterisk follows results filed as active; i = inactive.

SMILES	Rpn11 block	E coli Lon inh	FAS TE block	bovine MsrA act	MT1-MMP act inh	MLLE-PAM2 inh	CSN deneddyl inh	Rin1 Abl inh	MsrA inh
Fc1ccc(-c2nc(-c3cccs3)[nH]c2-c2ccc(F)cc2)cc1	i	-3	26	-1	-14	3	2	1	0.9
CC(Nc1nc(N2CCNCC2)nc2ccccc12)c1ccccc1 (centres undefined)	i	0	4	0	0	-42	7	-2	0.3
COc1ccc(S(=O)(=O)N2CCOCC2)cc1C(=O)Nc1nc2ccccc2s1	i	0	6	0	0	11	-3	-1	0.5
CCc1nnc(SCC(=O)NC2CCCCC2)nc1CC	i	0	-3	-4	-4	2	0	1	-0.8
CCOC(=O)C1CCCN(C(=O)c2ccc(SC(F)(F)F)cc2)CC1 (centres undefined)	i	-1	-1	-2	2	-2	-5	-6	-0.3
Cc1cc(C)cc(NC(=O)CSCc2cnn(-c3ccccc3)c2-n2cccc2)c1	i	1	25	2	-1	1	0	2	-0.5
CCc1ccc2c(COC(=O)c3n[nH]c4ccccc34)cc(=O)oc2c1	i	13	-16	0	4	4	3	4	0.4
Cc1ccc(S(=O)(=O)N2CCC(C(=O)Nc3nnc(C)s3)CC2)cc1	i	-1	-3	5	0	-5	-1	3	1.2
COc1ccc(C(=O)Nc2sc(C(=O)N(C)C)c(C)c2C#N)cc1[N+](=O)[O-]	i	-7	-4	-12	8	8	-1	1	3.1
COc1ccc(C(=O)Nc2cc(C)on2)cc1[N+](=O)[O-]	i	-4	1	-2	0	3	-2	3	2.4
Cc1cccc(Oc2ccc(S(=O)(=O)N3CCCCC3)cc2N)c1	i	3	19	2	-7	6	4	1	0.9
CCCn1c(C)cc(C(=O)COC(=O)CN=C2NS(=O)(=O)c3ccccc32)c1C	i	-8	-6	-1	1	-4	-4	1	-0.6
CCOC(=O)C1CN(C(=O)OCC)CC1=NNC(N)=O (centres undefined)	i	-5	-7	1	0	14	-1	-2	-1.8
Cc1ccc(NC(=O)c2ccccc2CCc2ccccc2)c(C)c1	i	-7	-3	-3	7	2	-2	4	0.3
CCO/N=C(\C)c1c(O)c(CC)c(-c2ccccc2)n(-c2ccccc2)c1=O	i	10	0	-1	3	-9	0	-1	2.4
COc1ccc(-c2nnc(SCC(=O)Nc3ccc(C(=O)O)cc3)n2-c2ccc(Cl)cc2)cc1	i	-4	1	0	-7	-1	2	0	-0.8
O=C(NCc1cccnc1)c1ccccn1	i	0	-12	0	0	-2	2	-3	-1.0
Cc1ccc(N2C(=O)CC(c3ccsc3)C3=C2CC(C)(C)CC3=O)cc1 (centres undefined)	i	-1	-1	1	2	6	2	2	-0.6
Cc1ccc(NC(=O)Nc2cnc3ccccc3c2)cc1	i	11	2	-3	3	7	-3	-5	-0.9
O=C(C[n+]1cc(-c2ccc(F)cc2)n2c1CCC2)OCc1ccccc1	i	6	-9	-2	1	-6	-8	-2	0.9
COc1cc(C)ccc1OCCCOc1cc(C)ccc1Cl	i	0	18	-9	2	-3	1	0	-1.1
O=C(COc1ccccc1/C=C1\SC(=S)NC1=O)Nc1ccc(F)cc1	i	-5	16	-7	3	0	8	1	1.3
CCCN(CCC)C(=O)c1ccc2c(c1)N(CC)C(=O)c1ccccc1S2(=O)=O	i	-4	1	-1	-5	8	5	1	0.3
Cc1ccc(CNC(=O)COC(=O)CSc2ccc(Br)cc2C)cc1	i	-7	-5	-3	3	-1	3	0	0.3
CCn1c(SCC(=O)N/N=C/c2c[nH]c3ccccc23)nnc1-c1ccc(Cl)cc1	i	1	6	-2	1	-8	3	-3	-0.1
CCCCn1c(N)c(N(CCOC)C(=O)c2cc(S(=O)(=O)N3CCCCC3)ccc2Cl)c(=O)[nH]c1=O	i	-9	-3	-3	0	-12	5	-1	-0.3
C(#Cc1c(-c2ccsc2)sc2ccccc12)c1ccsc1	i	1	18	-1	3	4	4	2	0.3
Cc1ccc(S(=O)(=O)n2nc(OC(=O)c3ccco3)cc2N)cc1	i	16	2	-1	3	3	0	0	0.1
O=C(CCC1CCCN(C(=O)Cn2cnnn2)C1)NCc1ccc(F)c(F)c1 (centres undefined)	i	5	-3	0	-4	-5	1	-1	-0.5
CCC(CC)C(=O)NCCc1cc2c(C)ccc(C)c2[nH]c1=O	i	-6	-5	-2	2	0	4	1	-1.6
O=C(Nc1nnc([C@@H]2C[C@H](O)[C@@H](CO)O2)s1)Nc1cccc2c1CCCC2	i	-21	-3	-6	-1	-8	7	1	1.1
O=C(OCCN1CCN(C2=NS(=O)(=O)c3ccccc32)CC1)c1ccccc1F	i	7	2	-1	0	13	2	1	-1.5
C[C@@H]1CN([C@@H](C)CO)C(=O)c2cc(Br)cnc2O[C@H]1CN(C)Cc1cccnc1	i	-4	-6	-5	3	5	3	7	1.7
CC1CN(C(=O)N2CCOCC2)CCN1C(=O)N1CCOCC1 (centres undefined)	i	-14	-8	-7	-7	-2	0	0	-0.3
COc1ccc(CCNC(=O)CCNC(=O)c2ccc([N+](=O)[O-])cc2)cc1	i	9	43	0	0	16	-4	0	-0.2
O=C(Nc1ccc(Cl)cc1)C1Cc2c(-c3ccc4c(c3)OCO4)ccnc2O1 (centres undefined)	i	-6	22	-2	8	3	1	-5	-0.2
COc1ccccc1NC(=O)CSc1nnnn1-c1ccccc1F	i	11	6	-6	-3	30	-5	-2	-1.9
CS/C(=N\NC(N)=O)c1ccccc1	i	-18	-9	0	4	-1	-6	0	0.2
Cc1ccc(Cl)cc1S(=O)(=O)N1CCC(C(=O)NC2CCN(Cc3ccccc3)CC2)CC1	i	1	-3	-2	-3	6	-1	15*	-1.2
CN(CC(=O)Nc1cccc(F)c1)C(=O)c1ccc(N2CCOCC2)c([N+](=O)[O-])c1	i	-18	-7	-2	-2	-6	-2	-3	-0.1
COc1ccccc1-c1nc(C#N)c(NCCCn2ccnc2)o1	i	5	-7	-4	1	-8	-3	-5	0.4
O=C1NC(Cc2ccc(O)cc2)c2nc3ccc(F)cc3c(=O)n2-c2ncccc21 (centres undefined)	i	-10	-2	-1	1	3	-4	-4	-1.5
C/C(=N\Nc1ccc(S(=O)(=O)N2CCOCC2)cc1[N+](=O)[O-])C(C)C	i	-4	20	-2	3	3	-2	-1	0.2
CCCNC(=O)c1ccc(C)c(NC(=O)C2=C(C)OCCS2)c1	i	-2	-1	-3	0	13	-3	-2	-1.0
COc1ccc2[nH]cc(CCn3ccc(=O)c(C)c3C)c2c1	i	-6	-6	-4	0	0	-4	3	2.7
COC(CNC(=O)c1cccc(-n2c(=S)[nH]c3cc(Cl)ccc3c2=O)c1)OC	i	-4	-3	0	2	5	-10	0	1.1
Clc1cccc(Nc2ncnc3c2cnn3-c2ccccc2)c1	i	-5	45	-1	-6	1	3	2	-0.8
CCCCCC/C=N/Nc1nnc(Cc2ccccc2)c(=O)[nH]1	i	4	-6	-3	0	-4	0	1	0.8
CCOc1ccc(NC(=O)CN2C(=O)S/C(=C/c3cccn3C)C2=O)cc1	i	-4	-4	-1	3	-5	-1	2	-1.8
O=C(NCCc1ccccc1)c1ccccc1NC(=O)C1CCCO1 (centres undefined)	i	4	-2	-2	-3	2	1	6	-1.3
CC(C)(C)c1ccc(C(=O)Nc2ccc([N+](=O)[O-])cn2)cc1	i	0	-10	-3	1	3	-16	0	-1.2
Cc1ncc([N+](=O)[O-])n1CC(=O)Nc1ccc(OC(F)(F)Cl)cc1	i	6	6	-1	4	-5	-8	-1	-0.4
Cc1ccc(NC(=O)CC(=O)Nc2ccc(C)c(C)c2)cc1C	i	4	-1	-3	-3	-7	3	-2	-0.6
CCOC(=O)c1ccc(NC(=S)N2CCN(C(=O)C3CCCO3)CC2)cc1 (centres undefined)	i	-9	-10	-4	-1	-30	1	3	0.0
COc1cccc2cc(C(C)=O)c(=O)oc12	i	-16	-6	-1	-4	-6	2	-2	1.5
Cc1cccc(OCC(=O)Nc2ccc(NC(=O)c3ccco3)cc2)c1	i	2	7	0	4	-3	-2	7	-0.1
O=C(Nc1cccs1)Nc1c(F)c(F)cc(F)c1F	i	7	-9	-3	-5	12	3	1	-0.5
CC(=O)Nc1ccc(NC(=O)C(=O)c2cn(CC(=O)N3CCCC3)c3ccccc23)cc1	i	3	-3	-9	2	12	1	-2	0.3
CN(C(=O)c1cccc(NC(=O)Cc2ccc(NC(=O)C3CCCN(S(=O)(=O)c4cccc([N+](=O)[O-])c4)C3)cc2)c1)C1CCCCC1 (centres undefined)	i	-13	73*	-4	4	-19	-4	-3	0.9
CCOC(=O)N1CCC(NS(=O)(=O)c2cc3c(cc2Br)CCN3C(=O)CC)CC1	i	1	-7	-1	2	19	-3	2	0.2

An excerpt from above, limited to MsrA inh and MLLE-PAM2 inh:
smiles | MsrA inh | MLLE-PAM2 inh
O=C(NCCc1ccccc1)c1ccccc1NC(=O)C1CCCO1 (centres undefined) | -1.3 | 2
CCOC(=O)N1CCC(NS(=O)(=O)c2cc3c(cc2Br)CCN3C(=O)CC)CC1 | 0.2 | 19
O=C(Nc1cccs1)Nc1c(F)c(F)cc(F)c1F | -0.5 | 12

(continued)
SMILES	Rpn11 block	E coli Lon inh	FAS TE block	bovine MsrA act	MT1-MMP act inh	MLLE-PAM2 inh	CSN deneddyl inh	Rin1 Abl inh	MsrA inh
CN(C(=O)c1cccc(NC(=O)Cc2ccc(NC(=O)C3CCCN(C(=O)C4CCCCC4)C3)cc2)c1)C1CCCC1 (centres undefined)	i	-3	1	-7	4	6	5	-3	-0.5
Cc1ccc(OCCC(=O)OCC(=O)NC2CCCC2)cc1	i	-1	-4	-6	6	12	3	-3	-0.1
COc1ccccc1NS(=O)(=O)c1ccc(S(=O)(=O)N2CCOCC2)cc1	i	-6	20	0	4	1	0	1	0.2
COc1ccc(C2/C(=C(/O)c3ccccc3)C(=O)C(=O)N2C)cc1OC (centres undefined)	i	-14	-2	-4	2	-1	-4	1	3.0
CCCCCN(C(=O)NC(=O)Nc1nncs1)S(C)(=O)=O	i	-4	-7	-6	-1	17	-2	-2	1.4
CCNC(=S)NNC(=O)c1cc(-c2cccnc2)nc2ccccc12	i	-1	-5	-10	-1	-12	0	3	2.0
Cc1cc(C)nc(N2CCN(c3ccc(F)cc3)CC2)n1	i	-5	6	-4	0	-2	0	4	0.6
Cc1ccc(S(=O)(=O)CCC(=O)c2ccc(O)cc2O)cc1	i	6	-2	-2	4	12	0	-4	3.4
COc1cc(NC(=O)C2CSC3(C)CCC(=O)N23)c(OC)cc1Cl (centres undefined)	i	6	-2	-3	5	4	-5	-3	-0.3
COc1cc2c(cc1OC)CN(C(=O)C1CCCN1S(=O)(=O)c1ccc(C)cc1)CC2 (centres undefined)	i	0	1	-1	2	11	-3	1	1.1
COc1ccc(CN(CC(=O)NC2CCCC2)C(=O)c2onc(C(N)=O)c2N)cc1	i	-4	-6	-3	0	-5	-2	2	1.3

Not a retest: an excerpt of the list.
SMILES	Rpn11 block	E coli Lon inh	FAS TE block	bovine MsrA act	MT1-MMP act inh	MLLE-PAM2 inh	CSN deneddyl inh	Rin1 Abl inh	MsrA inh
Cc1ccc(S(=O)(=O)CCC(=O)c2ccc(O)cc2O)cc1	i	6	-2	-2	4	12	0	-4	3.4
COc1cc(NC(=O)C2CSC3(C)CCC(=O)N23)c(OC)cc1Cl (centres undefined)	i	6	-2	-3	5	4	-5	-3	-0.3
COc1cc2c(cc1OC)CN(C(=O)C1CCCN1S(=O)(=O)c1ccc(C)cc1)CC2 (centres undefined)	i	0	1	-1	2	11	-3	1	1.1
COc1ccc(CN(CC(=O)NC2CCCC2)C(=O)c2onc(C(N)=O)c2N)cc1	i	-4	-6	-3	0	-5	-2	2	1.3
